Source: PubChem BioAssay (several laboratories)
Yeast life ext = yeast lifespan extension; S. cerevisiae growth with nicotinamide, OD615; deaD strain in restrictive glucose medium; inhibition of the nicotinamide effect, % at 10 µM; 130,000 compounds, 0.68% hits; AID 775;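 active means inhibition above a set limit, placed 3 SD over the median of all compounds, cut at about 26% in these data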;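 further: 0% = nicotinamide-treated wells and 100% = cells grown without nicotinamide; some compounds called inactive have numbers as strong as hits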
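assay system = DeaD-strain S. cerevisiae | measured by = absorbance at 615 nm | probe or stimulus = nicotinamide 1.5 mM | buffer or medium = CSMM-D glucose medium, restrictive | times = 48 h at 30 °C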
PTEN del growth = suppresses growth of cells with PTEN deletion; HCT116 PTEN-null viability, CellTiter-Glo, 60 h; hits give low values; viability, % at 10 µM; 140,000 compounds, 1.2% hits;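 active means viability at or below a set limit, 4 SD under the median of all tested compounds, cut at about 3.7% in these data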;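 further: PTEN knockout HCT116 line with beta catenin targeted HCT116 as companion control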
bCat KO growth = beta-catenin-lacking colon tumor cell growth suppression. viability, % at 10 µM. AID 818. HCT116 beta-catenin knockout viability, CellTiter-Glo, 60 h; hits give low values. 140,000 compounds, 1.5% hits;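 active means viability at or under a set limit, the compound median less 4 SD, cut at about 6% in these data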;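 further: 0% = Hyamine 1622 control at 20 µM and 100% = untreated cell control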
Measles CPE = protection of cells from measles virus | Measles virus-infected cells, CPE protection, absorbance | protection (pct of control), % at 4 µM | 140,000 compounds, 1.5% hits | AID 841; in the data active means protection mostly above about 24%, no sharp cut-off; inactive means mostly below about 26%; further: some compounds called inactive have numbers as strong as hits
BB579 growth dn = yeast BB579 growth reduction in restrictive medium; inhibition, % at 10 µM; S. cerevisiae BB579 growth, OD615, 48 h; 140,000 compounds, 0.51% hits;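 active means inhibition above a set limit, 3 SD over the mean compound inhibition, cut at about 44% in these data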; further: inactives centre near -24
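Test system: Saccharomyces cerevisiae DeaD strain BB579, replicative lifespan model yeast | Buffer or medium: Restrictive CSMM-D medium | Doses: One dose, 10 µM compound with 0.25% DMSO | Incubation: 48 h exposure, 30 °C | Detection: Culture absorbance at 615 nm | Control set: Amphotericin B at 10 µg/mL as positive control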
MRP1 act = activators of MRP-1. H69AR cells + doxorubicin, viability rescue, CellTiter-Glo. viability increase, % at 10 µM. 140,000 compounds, 0.61% hits;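 active means viability gain under doxorubicin at or above a set limit, the compound median plus 3 SD, cut at about 4.7% in these data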;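 further: MRP-1 overexpressing cells given doxorubicin 25 µM after compound pretreatment; 18-22 h compound pretreatment then 72 h with doxorubicin before readout; 0% = doxorubicin-only wells and 100% = vehicle-treated cells without doxorubicin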
NPY Y2 blocker = antagonists of human neuropeptide Y receptor Y2. NPY-Y2 expressing cells, antagonist mode. AID 793. inhibition, % at 2.7 µM. 140,000 compounds, 0.99% hits; in the data active means inhibition above about 17%;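 further: 0% = vehicle with agonist challenge and 100% = reference antagonist with challenge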
Target sequence (P49146 whole entry, looked up): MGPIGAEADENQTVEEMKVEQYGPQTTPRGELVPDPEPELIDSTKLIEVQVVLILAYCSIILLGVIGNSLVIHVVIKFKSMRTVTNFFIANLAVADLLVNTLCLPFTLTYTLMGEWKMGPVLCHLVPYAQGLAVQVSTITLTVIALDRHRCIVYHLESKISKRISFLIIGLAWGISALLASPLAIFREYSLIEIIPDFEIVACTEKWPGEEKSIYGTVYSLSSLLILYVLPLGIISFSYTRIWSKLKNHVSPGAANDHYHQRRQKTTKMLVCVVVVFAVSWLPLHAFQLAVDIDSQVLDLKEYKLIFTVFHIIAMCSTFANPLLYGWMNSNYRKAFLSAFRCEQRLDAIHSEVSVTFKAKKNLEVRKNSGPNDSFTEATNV
E-sel TNF inh = blocks E-selectin expression induced by TNF alpha | HUVEC TNFa-induced E-selectin immunofluorescence, high content | inhibition, % at 2 µM | 120,000 compounds, 0.71% hits | AID 1246;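 active means inhibition above the batch mean plus 3 SD, and confirmed as a hit on visual image review, cut at about 43% in these data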;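 further: 0% = TNF-stimulated DMSO wells and 100% = unstimulated control wells; not every result past the cut was called active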
Phagocyt inh = inhibitors of macrophage phagocytosis. J774A.1 macrophage IgG-bead phagocytosis, imaging. inhibition, % at 5 µM. 110,000 compounds, 0.07% hits;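 active means inhibition above the mean of the plate negative controls plus 5 SD, cut at about 13% in these data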;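 further: phagocytic index as fraction of beads internalized from green versus red external bead signal; plate controls were DMSO negative control for no effect and cytochalasin-D positive control for full effect; some results beyond the cut were filed as inactive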
GALR2 blocker = antagonists of human galanin receptor 2 (GALR2); GALR2-expressing cells, antagonist mode; inhibition, % at 4 µM; 140,000 compounds, 0.39% hits; in the data active means inhibition above about 27%;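 further: cells stimulated with galanin 1-16 at roughly its EC80; 0% = agonist challenge control and 100% = basal control without agonist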
Target sequence (O43603 whole entry, looked up): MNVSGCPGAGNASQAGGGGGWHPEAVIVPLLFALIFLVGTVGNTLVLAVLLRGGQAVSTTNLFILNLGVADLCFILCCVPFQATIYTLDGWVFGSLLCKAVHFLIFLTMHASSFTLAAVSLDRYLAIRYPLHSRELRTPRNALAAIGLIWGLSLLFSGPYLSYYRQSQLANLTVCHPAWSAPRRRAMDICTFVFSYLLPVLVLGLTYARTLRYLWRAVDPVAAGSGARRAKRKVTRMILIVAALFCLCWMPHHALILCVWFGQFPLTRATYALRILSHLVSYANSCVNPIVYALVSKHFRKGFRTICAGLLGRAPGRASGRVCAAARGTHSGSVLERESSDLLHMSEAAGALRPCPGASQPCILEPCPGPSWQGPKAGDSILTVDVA
* marks the source's active call; other numbers are inactive results; . = not tested or not shown.

SMILES	Yeast life ext	PTEN del growth	bCat KO growth	Measles CPE	BB579 growth dn	MRP1 act	NPY Y2 blocker	E-sel TNF inh	Phagocyt inh	GALR2 blocker
CCCCN(C)CCCNC(=O)CC1Oc2ccccc2NC1=O (stereo not given)	-1	104	92	17	-9	-1.6	-1	.	0	-4
Cn1c(=O)cc(SCC(=O)NCCC2=CCCCC2)c2cc(Cl)ccc21	4	94	93	6	-15	-1.2	5	.	-9	-4
Cc1cc(Cl)c(S(=O)(=O)NCc2cccnc2)cc1OCC(N)=O	-1	93	95	18	-27	-1.5	1	-39	2	0
COc1ccc(CN(C(=O)CN2C(=O)C(C)Oc3ccccc32)C2CCCC2)c(OC)c1 (stereo not given)	6	73	83	14	-15	-1.6	9	.	-2	-6
COC(=O)Cc1ccc(NC(=S)N2CCN(c3cccc(O)c3)CC2)cc1	0	68	74	24	-36	1.3	1	.	.	2
CCN(CC)S(=O)(=O)c1ccc(/C=C/C(=O)Nc2ccc(F)cc2F)cc1	2	20	14	17	-19	-1.6	4	9	-14	-12
O=C(O)CCn1c(=O)[nH]c2ccccc2c1=O	-5	97	109	4	-8	1.6	4	-16	-1	3
Nc1nc(N2CCN(C(=O)c3ccco3)CC2)nc2ccccc12	.	93	108	3	-29	-3.3	4	-1	.	9
O=C(CSc1nc2cc(Cl)ccc2s1)NC1CCCc2ccccc21 (stereo not given)	-5	87	86	5	-1	-1.9	14	19	-5	0
O=C(COc1ccccc1)N1CCc2ccccc2C1	-16	94	93	21	-16	-2.1	-2	7	1	-2
COC(=O)Nc1nnc(/C=C/c2ccccc2)s1	-1	99	99	9	4	-0.1	4	.	-5	-2
CCOC(=O)c1ccccc1NC(=O)COC(=O)C1=COCCO1	-16	88	87	11	-34	-1.9	3	-16	0	-7
Cc1c(CNC2CCCC2)c(C(=O)O)c(C)n1Cc1ccccc1	5	92	91	5	-4	-0.8	4	-8	-9	-7
CC(=O)c1ccc(N2Cc3ccccc3/C2=N\C(=O)Nc2ccc(Cl)cc2)cc1	3	71	78	4	-51	-4.4	24*	.	-16	-22
CC(c1ccccc1)N1C(=O)c2ccccc2C1O (stereo not given)	-4	102	101	2	-25	-0.2	2	.	0	-3
CCCCN1C(=O)C(O)(CC(=O)c2ccco2)c2cc(Br)ccc21 (stereo not given)	-2	15	14	9	-23	-4.7	1	-15	2	9
CCn1cc(C(=O)NCC2CCCO2)c(=O)c2cc(S(=O)(=O)N(C)C3CCCCC3)ccc21 (stereo not given)	2	57	54	16	-1	-4.3	0	.	0	2
CCOC(=O)C1CCCn2c1nc1sc3c(c1c2=O)CCCC3 (stereo not given)	-15	94	93	15	-68	-1.2	1	-30	-1	-4
Cc1nn(-c2ccc(F)cc2)c(Cl)c1/C=C(\CCC(=O)O)c1nc2ccccc2s1	6	102	106	32*	-16	-1.6	6	.	.	-4
COc1ccccc1-n1cnnc1SCC(=O)c1ccc[nH]1	-9	92	90	3	-27	0.0	2	-38	.	3
C/C(CC(=O)NCc1ccco1)=N\NC(=O)Cc1ccc(Cl)cc1	-12	87	81	5	5	-2.7	1	-47	.	4
CCS(=O)(=O)N1N=C(c2ccc(NS(C)(=O)=O)cc2)CC1c1ccccc1 (stereo not given)	0	95	84	2	-32	-3.3	2	.	-7	2
CCCn1c(C(Cc2ccccc2)NC(=O)COC)nc2ccccc21 (stereo not given)	-5	98	91	3	-21	-3.0	5	1	0	-20
CC1=C(C(=O)OC(C)C)C(c2coc3ccccc3c2=O)C2=C(CCCC2=O)N1 (stereo not given)	-1	101	92	4	-58	-1.1	-2	-20	-1	13
CCn1c(CNC(=O)c2cccs2)nnc1SCC(=O)Nc1cc(Cl)ccc1C	-14	94	93	25	-33	1.0	1	15	1	12
CCOC(=O)C1CCN(S(=O)(=O)c2nc3nc(C)cc(C)n3n2)CC1	-9	79	85	3	-30	-3.2	2	.	-2	-1
Brc1ccc(/C=N/Nc2ccc3ccccc3n2)cc1	-21	93	115	2	-85	-0.1	12	-23	.	12
COCCNC(=O)C(c1cccs1)N(C(=O)Cn1nnc2ccccc21)c1cccc(C)c1 (stereo not given)	-8	103	103	3	1	-4.2	3	-24	0	-12
O=C(N/N=C/c1cccs1)c1cccc2cc[nH]c12	-8	74	62	0	-5	0.9	1	-24	.	7
CCOc1cc(/C=N/N=C(/N)c2nonc2N)cc(Br)c1OCc1ccc(Cl)cc1	-5	108	100	1	-83	-3.4	1	14	0	20
CC(NC(=O)CSc1n[nH]c(=O)n1C1CC1)C12CC3CC(CC(C3)C1)C2 (stereo not given)	-13	111	99	16	-28	-1.2	1	12	0	-3
CCCCCC(=O)NNC(=O)Nc1ccccc1	2	97	96	8	-14	1.1	1	35	-6	6
C=CCn1c(COc2cc(C)ccc2C(C)C)nnc1SCC(=O)c1c(N)n(C)c(=O)n(C)c1=O	4	66	66	5	-7	-2.0	0	.	.	6
Cc1cc(C)cc(NC(=O)CCC(=O)Nc2cc(C)on2)c1	.	97	92	10	-40	-1.6	-3	14	.	23
CCOC(=O)C(O)(CC(=O)Nc1cc(F)ccc1C)C(F)(F)F (stereo not given)	.	99	95	5	-35	-1.1	2	-6	.	29*
CCOc1ccc(/C(O)=C2\C(=O)C(=O)N(CCN(C)C)C2c2cccc(OC)c2OC)cc1Cl (stereo not given)	-22	90	74	4	-7	-1.6	1	-7	-1	-6
O=C(Nc1ccc(Cl)cc1)c1cc2nc(C3CC3)cc(C(F)(F)F)n2n1	-3	93	95	8	-9	-2.8	4	11	.	-17
CCOC(=O)/C(N=Nc1ccc(Cl)cc1)=C(/O)c1ccc([N+](=O)[O-])cc1	-2	90	92	17	-17	-2.9	17*	-2	-1	-1
CC(C)CC(=O)NC(=S)Nc1ccccc1F	-4	100	93	7	-29	-5.1	-3	9	-2	5
Nc1cc(-c2ccc(Cl)cc2)nn1S(=O)(=O)c1cccc2nsnc12	-10	44	47	16	-36	-2.7	-5	20	0	-15
O=C(Cn1cnc2c(cnn2-c2ccc(F)cc2)c1=O)N1CCN(c2ccccc2)CC1	-7	94	84	3	-17	-2.0	2	-10	.	-2
CCN(C(=O)CSc1ncccc1C(=O)Oc1cccc([N+](=O)[O-])c1)c1cccc(C)c1	6	91	89	20	-42	0.1	6	.	-8	-8
O=C(/C=C/c1cccs1)N1CCN(Cc2ccc3c(c2)OCO3)CC1	5	88	82	3	-30	-0.9	3	-4	-2	-4
Cc1ccc(OCC(=O)NNC(=O)CSc2nnc(-c3ccc(C)cc3)n2C)cc1	-3	90	85	17	-18	0.0	6	.	-10	2
CCCCCCCCCCn1c2c(c(=N)c3c1CCC3)CCC2	-29	0.9*	1.6*	3	99*	-6.9	51*	.	.	36*
N#CC(C(=O)C12CC3CC(CC(C3)C1)C2)c1nc2ccccc2[nH]1 (stereo not given)	0	57	60	5	-56	-0.7	0	9	0	-1
Cc1ccc(C(=O)COC(=O)CNC(=O)c2cccs2)cc1	-16	107	88	3	-49	-0.8	0	-27	0	-18
O=S(=O)(Nc1ccncc1)c1ccc(Cl)cc1	0	98	93	3	-37	-3.6	5	.	-1	13
Cc1ccc(C(=O)N2C(=S)C(c3ccc(F)cc3)=NC23CCN(C)CC3)cc1	9	90	84	8	-14	-0.7	2	-78	-3	-5
Clc1ccc(-c2csc(N/N=C/c3ccc4c(c3)OCO4)n2)cc1	-2	74	83	35	-36	-0.1	0	.	-6	-3

The list continues:
SMILES	Yeast life ext	PTEN del growth	bCat KO growth	Measles CPE	BB579 growth dn	MRP1 act	NPY Y2 blocker	E-sel TNF inh	Phagocyt inh	GALR2 blocker
COc1cc2[nH]c(=O)n(Cc3ccccc3Cl)c(=O)c2cc1OC	-6	92	95	12	-58	-4.1	2	28	0	2
COc1ccc(S(=O)(=O)N2CCCN(CCC(=O)Nc3cccc(C(F)(F)F)c3)CC2)cc1	-21	91	86	20	-57	-3.8	2	0	.	15
CN1C(=S)SC(C)(NO)C1(C)C (stereo not given)	2	107	108	5	-40	0.4	1	-7	2	-9
CCc1nc(SCC(=O)N2CCC(C)CC2)c2c(=O)n(C)c(=O)n(C)c2n1	-8	83	79	24	-22	-0.2	4	.	.	-16
CCC1Oc2ccc(C)cc2N(CC(=O)N(Cc2cccnc2)Cc2cccc(F)c2)C1=O (stereo not given)	.	81	79	6	-25	-2.8	10	-13	.	13
N/C(=N\OS(=O)(=O)c1ccc(Cl)cc1)c1ccncc1	-5	104	98	11	20	-2.6	1	6	-1	10
CCCn1c(=N)n(CC(O)c2ccco2)c2ccccc21 (stereo not given)	-7	79	77	15	8	-3.8	2	.	0	-2
CC(C)Sc1nc2c(c(=O)[nH]c(=O)n2C)n1C	-7	100	98	17	-6	-0.1	2	0	1	5
CCCCNC(=O)CCCn1c(=O)c2ccccc2n(CC(=O)NCCC2=CCCCC2)c1=O	15	77	69	6	-3	-2.3	1	-3	-1	-7
Cc1ccc(-c2nnc(Nc3ccc(CC(N)=O)cc3)c3ccccc23)cc1	-16	75	56	27	-26	-2.0	1	13	.	1

A different layout for two compounds above.
The line under a structure holds: Yeast life ext | PTEN del growth | bCat KO growth | Measles CPE | BB579 growth dn | MRP1 act | NPY Y2 blocker | E-sel TNF inh | Phagocyt inh | GALR2 blocker
- CC(C)CC(=O)NC(=S)Nc1ccccc1F
→ -4 | 100 | 93 | 7 | -29 | -5.1 | -3 | 9 | -2 | 5
- COc1cc2[nH]c(=O)n(Cc3ccccc3Cl)c(=O)c2cc1OC
→ -6 | 92 | 95 | 12 | -58 | -4.1 | 2 | 28 | 0 | 2

Further structures follow.
SMILES	Yeast life ext	PTEN del growth	bCat KO growth	Measles CPE	BB579 growth dn	MRP1 act	NPY Y2 blocker	E-sel TNF inh	Phagocyt inh	GALR2 blocker
COc1ccc(CNCc2cccc(Cl)c2)cc1	-2	87	86	22	-28	0.1	3	.	.	1
C=CCN(C(=O)CNC(=O)c1ccco1)C(C(=O)NC1CCCCC1)c1ccc(F)cc1 (stereo not given)	-26	102	88	10	9	-3.1	-2	-6	0	-1
CCn1ccnc1C(O)c1cccc(OC)c1OC (stereo not given)	-9	93	89	3	-13	-1.2	1	16	0	2
COc1ccc(-n2nnnc2/C=C\Nc2ccccc2C(=O)c2ccccc2)cc1	-14	11	13	31*	-18	-4.8	4	20	-2	7
Cn1c(=O)c2c(ncn2CC(=O)N2CCN(c3ccccc3)CC2)n(C)c1=O	-3	99	94	3	-30	-2.8	1	6	5	-12
Cc1ccc(N/C(N)=N/c2nc(C)cc(C)n2)cc1	4	69	67	23	-46	-1.5	4	-6	.	9
COCCCNC(=O)c1ccc2c(c1)ncn2-c1ccccc1OC	-7	103	99	6	-66	-0.1	1	23	1	23
CNC(=O)CC1C(=O)N(C)C(=S)N1NC(=O)c1ccc(Cl)cc1 (stereo not given)	-14	95	103	3	-40	-1.2	1	-3	-3	10
CSCCC(C(=O)N1CC2(C)CC1CC(C)(C)C2)N1C(=O)c2ccccc2C1=O (stereo not given)	.	87	93	3	-2	-3.5	5	2	.	4
CC(Sc1nc2cc([N+](=O)[O-])ccc2n1-c1ccc(F)cc1)C(=O)NCc1ccc2c(c1)OCO2 (stereo not given)	3	59	60	9	-18	-3.4	3	.	1	10
